PG9 Ab binder: PG9 antibody binding by small molecule; AID 624416; inhibition, % at 6.7 µM; TR-FRET gp120-PG9 antibody binding; actives 0.43% (n = 360,000); in the data active = inhibition above about 8.5%
UHRF1 binding: UHRF1 methyl-DNA binding inhibition | Q96T88 | UHRF1 binding to methylated oligo, TR-FRET | inhibition, % at 4.4 µM | actives 0.75% (n = 370,000) | AID 687016; in the data active = inhibition above about 21%;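 note: UHRF1 SRA domain binding a hemimethylated CpG hairpin DNA probe; 0% = median of test compound wells and 100% = reference inhibitor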
TCR-CD3 inh: human TCR-CD3 binding inhibition | TAMRA-labeled TCR probe fluorescence, biochemical | inhibition, % at 9.4 µM | actives 0.37% (n = 360,000) | AID 651800; in the data active = inhibition above about 19%;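 note: recombinant mutant TCR 2C K166C tagged with TAMRA read by polarization; 0% = receptor in buffer alone and 100% = receptor with positive control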
rCAG RNA binder: binds r(CAG) RNA repeats. r(CAG) RNA repeat, TO-PRO-1 dye displacement fluorescence. inhibition, % at 3 µM. actives 1.3% (n = 370,000);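 active = inhibition above the plate cutoff, the mean of all test compounds on that plate plus 3 SD, cut at about 35% in these data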;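 note: 0% = DMSO alone and 100% = 100 µM mitoxantrone as full dye displacement; higher means more dye released from RNA so lower well fluorescence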
mABHD4 FP: ABHD4 (mouse) inhibition, primary FP screen; Q8VD66; purified mABHD4, FP-Rh probe fluorescence polarization; inhibition, % at 8.92 µM; actives 0.54% (n = 370,000); AID 720543;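 active = inhibition exceeding the mean over every tested compound plus 3 SD, cut at about 30% in these data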;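 note: 0% = plate median of compound wells and 100% = S159A mutant with DMSO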
Target sequence (Q8VD66 whole entry, looked up): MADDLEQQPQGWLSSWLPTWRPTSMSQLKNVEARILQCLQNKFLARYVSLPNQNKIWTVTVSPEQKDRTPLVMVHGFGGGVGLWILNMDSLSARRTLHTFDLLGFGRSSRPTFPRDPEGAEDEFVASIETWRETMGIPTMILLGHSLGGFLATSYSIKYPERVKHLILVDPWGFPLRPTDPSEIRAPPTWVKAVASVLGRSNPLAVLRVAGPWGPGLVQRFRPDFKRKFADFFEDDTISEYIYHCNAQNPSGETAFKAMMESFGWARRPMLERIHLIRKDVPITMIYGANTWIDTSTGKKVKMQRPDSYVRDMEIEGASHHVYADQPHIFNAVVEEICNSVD
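Assay system: wild-type mouse ABHD4 protein; compound: single nominal dose of 8.92 µM, 0.89% DMSO final; schedule: 45 min + 60 min at 25 °C; measured by: FP readout, ex 525 nm / em 598 nm; evaluation: % inhibition of FP-Rh probe binding versus controls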
HTRA1 inhibitor: HTRA1 (human) protease inhibition; Q92743; recombinant HTRA1, FP-rhodamine activity-based probe, fluorescence polarization; inhibition, % at 5.96 µM; actives 0.5% (n = 340,000); AID 504803; in the data active = inhibition above about 36%;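 note: 0% = enzyme with DMSO and 100% = wells lacking enzyme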
LEDGF integ inh: blocks HIV-1 LEDGF/p75-dependent DNA integration; TR-FRET IN-LEDGF/p75 DNA integration, Eu/Cy5; inhibition, % at 3.7 µM; actives 0.64% (n = 370,000); AID 743269;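 active = inhibition above the screen-wide mean plus 3 SD, cut at about 13% in these data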;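 note: signal is the Cy5 over europium emission ratio at 671 and 618 nm; 0% = plate median of compound wells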
PRMT1 FP inh: inhibitors of human PRMT1 | Q99873 | recombinant PRMT1, activity-based probe fluorescence polarization | inhibition, % at 2.79 µM | actives 1.3% (n = 370,000);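 active = inhibition above about 21% made by adding two undisclosed values, limit read from the data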
MBD2 inh: blocks human MBD2 binding to methylated DNA; AID 686964; actives 0.31% (n = 370,000); inhibition, % at 4.4 µM; TR-FRET, MBD2 binding to methylated oligonucleotide; in the data active = inhibition above about 13%
Target sequence (Q9UBB5 whole entry, looked up): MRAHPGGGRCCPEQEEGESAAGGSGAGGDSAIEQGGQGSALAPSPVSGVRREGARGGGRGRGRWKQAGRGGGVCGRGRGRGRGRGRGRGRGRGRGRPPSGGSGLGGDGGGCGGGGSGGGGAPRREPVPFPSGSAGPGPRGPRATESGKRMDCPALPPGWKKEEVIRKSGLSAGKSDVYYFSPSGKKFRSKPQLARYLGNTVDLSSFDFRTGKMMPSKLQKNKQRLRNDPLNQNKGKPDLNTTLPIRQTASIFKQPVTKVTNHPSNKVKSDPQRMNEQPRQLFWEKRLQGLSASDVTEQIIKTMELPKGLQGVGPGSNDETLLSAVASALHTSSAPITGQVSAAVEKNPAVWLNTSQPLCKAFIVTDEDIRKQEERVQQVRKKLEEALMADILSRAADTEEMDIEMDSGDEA
Rev-erbA mod: modulators of human Rev-erb alpha DNA binding. AID 1259318. Rev-erbα–FITC-DNA binding, fluorescence polarization, 90 min. actives 0.79% (n = 370,000). P20393. activity, % at 10 µM;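 active = activity above about 14%, limit read from the data; passing the limit was not always enough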;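 note: 0% = DMSO wells with 35 nM protein and 100% = DMSO wells with 750 nM protein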
Numbers without * were called inactive; . = not tested or not shown. This is a subset, so the mix of outcomes need not match the whole.

Each structure is followed by: mABHD4 FP	HTRA1 inhibitor	PRMT1 FP inh	LEDGF integ inh	TCR-CD3 inh	UHRF1 binding	PG9 Ab binder	MBD2 inh	Rev-erbA mod	rCAG RNA binder
1. C[N+]12CCC(CC1)C(=C(c1ccccc1)c1ccccc1)C2
 : 0	6	0	2	6	3	-2.7	-2	-3	1
2. CCOC(=O)c1ccccc1N
 : 0	-7	-5	1	6	2	1.8	1	0	4
3. COC(=O)C1=C(c2ccccc2)C[C@@H]2CC[C@H]1N2C(=O)NC1CCCCC1
 : -7	-3	0	3	-1	4	-1.2	3	-2	-4
4. CCCCNc1ccncc1S(=O)(=O)NC(=O)NC(C)C
 : 3	7	1	1	3	0	-2.5	-1	-5	-1
5. CC(C)OP(=O)(Oc1ccc(C(O)C(Cl)(Cl)Cl)cc1)OC(C)C (stereo not drawn)
 : -6	-2	-5	7	-3	-5	-3.5	-7	-1	-6
6. CSc1nnc([C@@H](N)Cc2c[nH]c3ccccc23)o1
 : -3	6	6	1	-1	-3	1.1	1	-2	3
7. O=c1c2ccccc2nc(/C=C/c2ccccn2)n1-c1ccccc1
 : -5	5	0	-7	1	-1	-1.9	0	6	0
8. CC1(C)CC(=O)C(C=NCCN2CCN(C(=O)Cc3ccc(Cl)cc3)CC2)=C(O)C1
 : 0	1	4	5	0	-2	-0.8	3	3	-9
9. CC(NCC#Cc1ccccc1)C(O)c1ccccc1 (stereo not drawn)
 : 0	0	-4	8	-6	8	-3.5	3	1	-1
10. COC(=O)[C@@H]1N=C(c2ccc(OC)cc2)O[C@]12C(=O)N(Cc1ccc(OC)cc1)c1ccccc12
 : -6	.	-3	-2	-3	0	1.3	-1	-4	6
11. CCC(C)n1c(O)c(C=NCC2CCCO2)c(=O)[nH]c1=S (stereo not drawn)
 : -8	11	-1	0	-11	4	-0.8	-5	-1	1
12. CCCCCCC(=O)N/N=C/c1c(O)n(CCc2ccccc2)c(=O)[nH]c1=O
 : -1	28	1	1	9	-2	-3.3	-2	0	6
13. CCCCn1c(O)c(/C=N/NC(=O)c2ccncc2)c(=O)[nH]c1=O
 : 7	7	-2	2	11	-4	-0.2	-6	-3	6
14. COc1ccc(-n2c(/C=C/c3ccc(O)cc3)nc3ccccc3c2=O)cc1
 : -13	-16	2	-3	3	0	0.1	-3	-1	1
15. Cc1cccc(NP(=O)(Oc2ccccc2F)Oc2ccccc2F)c1C
 : -13	-46	3	3	-4	1	-0.4	7	5	-6
16. COC(=O)C(O)(c1ccc(NC(=S)NC(=O)c2ccccc2)cc1)C(F)(F)F (stereo not drawn)
 : -15	-27	0	2	3	-2	-1.8	-3	1	-1
17. Cc1ccccc1O
 : 2	4	-1	2	7	1	0.3	-2	-3	1
18. CC1(C)C2SCC(=O)N2CCN1CC(=O)NN (stereo not drawn)
 : 11	4	1	-4	-9	1	0.7	5	1	-6
19. COc1cc([N+](=O)[O-])c2nc(C)ccc2c1[N+](=O)[O-]
 : 2	7	-4	-2	6	-5	1.1	1	0	10
20. O=C1C2CCCC1C(N1CCCCC1)CC2 (stereo not drawn)
 : 2	-3	1	-5	-1	0	-2.0	0	-2	0
21. c1ccc2c(CNC3CCCCCC3)c[nH]c2c1
 : 6	5	0	0	-3	2	-3.9	0	-2	5
22. COc1ccc(/C=C2/C(=O)NC(=O)N(C3CCCCC3)C2=O)cc1CSc1ccccn1
 : 16	.	26*	-4	-1	-5	0.9	4	-2	12
23. CC1CCSP(=O)(Oc2ccccc2)O1 (stereo not drawn)
 : 1	1	0	-4	1	0	-0.1	2	-4	-2
24. C[C@]12C[C@H](O)[C@@H](O)C[C@@H]1CC[C@@H]1[C@@H]2CC[C@]2(C)C(=O)CC[C@@H]12
 : 2	.	-8	1	-5	1	-0.9	-2	6	-6
25. COC(=O)C1=C(c2c(C)noc2C)C[C@@H]2CC[C@H]1N2C(=O)NCc1ccc(F)cc1
 : 1	-4	2	0	1	1	0.5	13	5	-5
26. CC(C)CCNC(=O)c1c(N)n(Cc2ccc3c(c2)OCO3)c2nc3ccccc3nc12
 : 10	0	-3	5	9	2	-1.8	-7	6	23
27. CCCCCn1c(=O)c(C(=O)NCc2ccccc2Cl)c(O)c2ccccc21
 : 1	7	0	-2	-5	3	8.1	5	3	-5
28. CCC(=NCc1ccco1)c1c(O)n(-c2ccccc2C)c(=O)[nH]c1=O
 : -6	7	0	1	-6	1	-1.6	0	5	0
29. CCCCn1c(O)c(C(C)=NCCN2CCOCC2)c(=O)[nH]c1=O
 : 4	6	5	1	0	0	0.3	-2	-3	2
30. Clc1ccccc1CNCCc1c[nH]c2ccccc12
 : 7	-6	1	-2	-6	1	-1.0	-4	5	0

(listing goes on)
Each structure is followed by: mABHD4 FP	HTRA1 inhibitor	PRMT1 FP inh	LEDGF integ inh	TCR-CD3 inh	UHRF1 binding	PG9 Ab binder	MBD2 inh	Rev-erbA mod	rCAG RNA binder
31. COc1cccc(N=Cc2c(O)n(Cc3ccco3)c(=O)[nH]c2=O)c1
 : 3	-3	6	-2	-7	1	4.6	3	2	9
32. COC(=O)C1=C(c2ccc(OC(F)(F)F)cc2)C[C@@H]2CC[C@H]1N2C(=O)NCCOc1ccccc1Cl
 : 10	-28	3	0	2	2	-1.1	2	4	-3
33. O=c1[nH]c(=S)n(Cc2ccc(F)cc2)c(O)c1C=NCc1cccnc1
 : 14	-10	1	0	-2	0	-1.1	4	-1	-3
34. COC(=O)C1=C(c2ccccc2OCc2ccccc2)C[C@@H]2CC[C@H]1N2C(=O)NCc1ccc(OC)c(OC)c1
 : -10	-11	-3	4	-6	4	-0.5	3	0	0
35. Nc1ccc(Cl)cc1C(=O)c1ccccc1
 : 6	-7	-2	-6	3	7	-3.6	4	2	3
36. CCOP(=O)(OCC)C1(O)C(=O)Nc2ccc(Br)cc21 (stereo not drawn)
 : 0	-2	-1	3	-2	-4	1.4	-5	4	0
37. O=C(CF)NC(Nc1cccc2cccnc12)C(Cl)(Cl)Cl (stereo not drawn)
 : 9	1	0	5	-4	-5	1.0	0	0	1
38. O=C1NC(=O)N(c2cccc(Cl)c2)C(=O)/C1=C\c1ccc(Sc2nc3ccccc3[nH]2)o1
 : -281	-97	33*	20*	-99	12	4.6	-1	-5	72*
39. O=C(COc1ccccc1)Nc1ccc(Cl)cc1C(=O)c1ccccc1
 : 5	-5	1	2	-3	3	-1.6	-3	3	0
40. ClCCN(CCCl)c1ccc(C2=NCCc3ccccc32)cc1
 : 2	-3	-2	2	8	-7	-1.0	-14	2	2
41. COC(=O)C1=C(c2ccc(F)cc2OCc2ccccc2)C[C@@H]2CC[C@H]1N2C(=O)NCc1ccc(F)cc1
 : -21	-34	-3	-2	-10	2	1.0	2	-4	3
42. CCC(C)c1ccc(N2C(=O)NC(=O)/C(=C/c3cccn3CCOc3ccc(C)cc3)C2=O)cc1 (stereo not drawn)
 : 3	-7	2	-2	2	0	-1.7	0	-1	22
43. CC(C(=O)Nc1ccc(Br)cc1C(=O)c1ccccc1)N1CCOCC1 (stereo not drawn)
 : 6	2	0	3	8	1	-1.9	-1	5	1
44. CCOP(=S)(OCC)N1CC1
 : 2	0	4	-3	-3	1	0.2	-4	2	2
45. CCOP(=O)(OCC)C(NC(=O)C(C)C)C(Cl)(Cl)Cl (stereo not drawn)
 : -2	3	1	1	-5	2	1.1	1	-3	1
46. CCOC(=O)c1cc2c(cn1)[C@@H](CCO)NC2
 : 3	2	1	-3	9	2	-1.8	4	3	4
47. C=C1C(=O)OC2CC3(C)OC3CCC(C)=CC(OC(C)=O)C12 (stereo not drawn)
 : -1	2	4	0	-3	0	0.5	-2	1	4
48. O=Cc1cn(Cc2cccc(F)c2)c2ccccc12
 : -4	-1	4	3	1	4	-0.8	1	-4	1
49. COP(=O)(C(=O)Nc1ccccc1)C(CC(C)C)NC(=O)OCc1ccccc1 (stereo not drawn)
 : 0	.	-2	3	.	1	.	-1	1	0
50. Nc1c(C(=O)NCCN2CCOCC2)c2nc3ccccc3nc2n1Cc1ccco1
 : -2	2	8	0	2	-6	1.0	-5	3	10
51. COc1cc2c(cc1OC)C(C)NCC2 (stereo not drawn)
 : -4	5	7	-2	-4	3	-1.0	4	-2	2
52. COc1c(C)cc(C(=O)C2CCCN(Cc3cccc(O)c3)C2)cc1C (stereo not drawn)
 : 0	-3	-2	-1	1	0	-0.2	-1	1	-6
53. COc1ccc(-c2[nH]ncc2CNC(C)Cc2ccsc2)c(F)c1 (stereo not drawn)
 : -1	-3	1	-1	-6	5	-0.3	2	-5	-2
54. NC(N)=N/N=C/c1cn(-c2ccccc2)nc1-c1cccs1
 : 13	-28	-5	5	-10	-3	-0.4	-6	3	36*
55. COC(=O)C1=C(c2cccc(C#N)c2)C[C@@H]2CC[C@H]1N2C(=O)N1CCC(O)CC1
 : 2	-1	-2	1	2	1	0.3	2	-1	-4
56. Cc1ccccc1-n1c(C)cc(/C=C2/C(=O)NC(=O)N(Cc3ccco3)C2=O)c1C
 : -1	0	10	49*	4	11	-0.8	7	-4	7
57. CN1C(=O)C(=Cc2ccc(N3CCCCCC3)cc2)C(=O)N(C)C1=O
 : -6	-7	9	-3	-11	0	-0.2	-1	-4	0
58. O=[N+]([O-])c1cccc2c([N+](=O)[O-])cccc12
 : 1	5	-5	0	6	-1	-1.1	-2	-2	2

Some of these compounds in order of SMILES length, highest first.
Each structure is followed by: mABHD4 FP	HTRA1 inhibitor	PRMT1 FP inh	LEDGF integ inh	TCR-CD3 inh	UHRF1 binding	PG9 Ab binder	MBD2 inh	Rev-erbA mod	rCAG RNA binder
41. COC(=O)C1=C(c2ccc(F)cc2OCc2ccccc2)C[C@@H]2CC[C@H]1N2C(=O)NCc1ccc(F)cc1
 : -21	-34	-3	-2	-10	2	1.0	2	-4	3
32. COC(=O)C1=C(c2ccc(OC(F)(F)F)cc2)C[C@@H]2CC[C@H]1N2C(=O)NCCOc1ccccc1Cl
 : 10	-28	3	0	2	2	-1.1	2	4	-3
42. CCC(C)c1ccc(N2C(=O)NC(=O)/C(=C/c3cccn3CCOc3ccc(C)cc3)C2=O)cc1 (stereo not drawn)
 : 3	-7	2	-2	2	0	-1.7	0	-1	22
55. COC(=O)C1=C(c2cccc(C#N)c2)C[C@@H]2CC[C@H]1N2C(=O)N1CCC(O)CC1
 : 2	-1	-2	1	2	1	0.3	2	-1	-4
56. Cc1ccccc1-n1c(C)cc(/C=C2/C(=O)NC(=O)N(Cc3ccco3)C2=O)c1C
 : -1	0	10	49*	4	11	-0.8	7	-4	7
33. O=c1[nH]c(=S)n(Cc2ccc(F)cc2)c(O)c1C=NCc1cccnc1
 : 14	-10	1	0	-2	0	-1.1	4	-1	-3
57. CN1C(=O)C(=Cc2ccc(N3CCCCCC3)cc2)C(=O)N(C)C1=O
 : -6	-7	9	-3	-11	0	-0.2	-1	-4	0
43. CC(C(=O)Nc1ccc(Br)cc1C(=O)c1ccccc1)N1CCOCC1 (stereo not drawn)
 : 6	2	0	3	8	1	-1.9	-1	5	1
39. O=C(COc1ccccc1)Nc1ccc(Cl)cc1C(=O)c1ccccc1
 : 5	-5	1	2	-3	3	-1.6	-3	3	0
53. COc1ccc(-c2[nH]ncc2CNC(C)Cc2ccsc2)c(F)c1 (stereo not drawn)
 : -1	-3	1	-1	-6	5	-0.3	2	-5	-2
54. NC(N)=N/N=C/c1cn(-c2ccccc2)nc1-c1cccs1
 : 13	-28	-5	5	-10	-3	-0.4	-6	3	36*
37. O=C(CF)NC(Nc1cccc2cccnc12)C(Cl)(Cl)Cl (stereo not drawn)
 : 9	1	0	5	-4	-5	1.0	0	0	1
40. ClCCN(CCCl)c1ccc(C2=NCCc3ccccc32)cc1
 : 2	-3	-2	2	8	-7	-1.0	-14	2	2

Source: PubChem BioAssay
